p-CIP stab down: p/CIP-EGFP fusion destabilizers, primary screen, fluorescence, F442A cells. AID 1984, 2009. Q05BA5. 16 h. hit rate 0.01% among 290,000. decrease of EGFP signal, % at 10 µM;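 active means EGFP signal decrease of at least 30% at 10 µM or well 3 SD below plate mean, unless failing retest; inactive means the rest, including hits failing retest or dose response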; further: some compounds called inactive have numbers as strong as hits; many of its hits are not listed in these tables
IDE cell inh: human IDE inhibitors in live cells, primary screen, fluorescence polarization, HEK cells, FAbetaB substrate | Insulin-degrading enzyme (Homo sapiens), P14735 | FAbetaB cleavage | inhibition, % at 5.59 µM | hit rate 0.41% among 320,000 | AID 434962, 2010;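 active means percent inhibition above the average of all tested compounds plus 3 SD, set per screening campaign, cut at about 16% in these data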;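 further: IDE supplied by intact live HEK cells; FP after avidin binding of uncleaved biotin substrate so inhibition keeps polarization high; 0% = DMSO wells and 100% = 60 µM reference IDE inhibitor Ii1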
Target sequence (P14735 whole entry, looked up): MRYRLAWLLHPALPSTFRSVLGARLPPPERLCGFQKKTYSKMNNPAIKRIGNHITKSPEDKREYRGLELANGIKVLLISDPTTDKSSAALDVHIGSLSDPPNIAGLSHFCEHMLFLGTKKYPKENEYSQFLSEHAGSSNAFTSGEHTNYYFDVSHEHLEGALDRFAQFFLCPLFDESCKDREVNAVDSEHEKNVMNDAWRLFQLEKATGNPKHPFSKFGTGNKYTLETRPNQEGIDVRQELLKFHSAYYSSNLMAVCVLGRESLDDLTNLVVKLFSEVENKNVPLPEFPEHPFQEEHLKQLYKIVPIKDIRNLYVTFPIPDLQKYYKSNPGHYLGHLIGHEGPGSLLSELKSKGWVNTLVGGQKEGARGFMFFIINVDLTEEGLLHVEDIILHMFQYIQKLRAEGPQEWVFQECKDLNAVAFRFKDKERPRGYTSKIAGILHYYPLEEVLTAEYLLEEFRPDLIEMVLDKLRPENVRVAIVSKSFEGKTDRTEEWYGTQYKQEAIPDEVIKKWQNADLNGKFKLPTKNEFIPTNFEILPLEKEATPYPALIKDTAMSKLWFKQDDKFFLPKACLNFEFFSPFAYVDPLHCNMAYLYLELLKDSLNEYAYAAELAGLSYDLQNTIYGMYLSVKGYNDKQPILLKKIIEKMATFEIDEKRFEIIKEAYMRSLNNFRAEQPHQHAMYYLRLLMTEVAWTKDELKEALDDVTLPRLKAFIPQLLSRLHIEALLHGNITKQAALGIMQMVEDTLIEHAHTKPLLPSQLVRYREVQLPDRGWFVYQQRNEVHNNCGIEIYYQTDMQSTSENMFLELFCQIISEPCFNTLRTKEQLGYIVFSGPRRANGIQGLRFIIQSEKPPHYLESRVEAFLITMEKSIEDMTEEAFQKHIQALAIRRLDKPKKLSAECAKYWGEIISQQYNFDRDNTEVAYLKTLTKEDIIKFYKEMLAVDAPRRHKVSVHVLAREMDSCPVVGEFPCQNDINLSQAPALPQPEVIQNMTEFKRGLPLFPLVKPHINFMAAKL
IDE cell activ: human IDE activators in live cells, primary screen, fluorescence polarization, HEK cells, FAbeta-B substrate | Insulin-degrading enzyme (Homo sapiens), P14735 | FAbeta-B cleavage; 0% vehicle, 100% cell-free pure enzyme wells | activation, % at 5.96 µM | hit rate 0.073% among 340,000;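 active means activation above the mean of all tested compounds plus 3 SD, set per screening campaign, cut at about 17% in these data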
CRFBP-R2 block: antagonists of CRF-BP/CRF-R2 complex, primary screen, cell-based, HEK293, calcium dye fluorescence, uHTS | CRF-induced calcium fluorescence | inhibition, % at 11.8 µM | hit rate 0.59% among 350,000 | AID 588475, 2011;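 active means inhibition of the ligand-induced calcium signal above about 50% at the single tested concentration, limit read from the data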
GalR3 antag: GalR3 antagonists in HEK293 cells, primary screen, cell-based, fluorescence readout; hit rate 0.44% among 360,000; AID 651719, 2012; inhibition, % at 3 µM; HEK293 GalR3-CNG cAMP membrane potential fluorescence; galR3 body fused to GalR1 C-terminus;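 active means inhibition above the screen-wide average plus 3 SD, cut at about 13% in these data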;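 further: forskolin and galanin both at EC90 stimulate the cells; cAMP rise reported by CNG channel membrane potential dye signal; 0% = forskolin plus galanin with DMSO and 100% = forskolin alone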
MEKK3 PB1 HTS: modulators of MEKK3-MEK5 PB1 binding, primary screen, biochemical, wildtype MEKK3, multiplex bead flow cytometry, Alexa488-MEK5; bead-based flow cytometry, Alexa488-MEK5 binding to MEKK3; actives lie on both sides; 0 = blocked by unlabeled MEK5, 100 = vehicle; binding response (% of control), % at 10 µM; hit rate 1.4% among 290,000;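 active means binding response more than 3 SD above or below the average of its plate-row segment, actives on both sides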;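 further: Alexa488 bead fluorescence after subtracting the streptavidin-only scavenger bead signal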
PHOSPHO1 block: PubChem AID 1565; Phosphoethanolamine/phosphocholine phosphatase (Homo sapiens), Q8TCT1; recombinant PHOSPHO1, absorbance phosphatase assay; inhibition, % at 13.3 µM; hit rate 1.1% among 290,000; in the data active means inhibition above about 60%
M4 PAM: human M4 muscarinic receptor positive allosteric modulators, primary screen, CHO-K1 cells, Fluo-8 calcium fluorescence; Muscarinic acetylcholine receptor M4 (Homo sapiens), P08173; CHO-K1 hM4/Gqi5, ACh EC20; 0% = ACh EC20, 100% = maximal ACh; activation, % at 3 µM; hit rate 0.4% among 360,000;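 active means activation above its plate's cutoff, the mean activation of sample wells plus 3 SD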; further: some results filed as inactive read as strong as hits
CRFBP-R2 agonist: agonists of CRF-BP/CRF-R2 complex, primary screen, cell-based, HEK293, calcium dye fluorescence, uHTS; CRF-binding protein / CRF receptor 2 complex (human); hit rate 0.46% among 350,000; activation, % at 13.2 µM; calcium dye fluorescence (FLIPR); percent of saturating CRF peptide response;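 active means activation of at least 50%, plus an integration ratio under a set limit after plate pattern correction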;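 further: plate controls were neutral control wells without compound for no effect and CRF at EC100 for full effect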
Numbers without * were called inactive; · = no result given; [ ] = dose if it differs, or a comment.

SMILES	p-CIP stab down	IDE cell inh	IDE cell activ	CRFBP-R2 block	GalR3 antag	MEKK3 PB1 HTS	PHOSPHO1 block	M4 PAM	CRFBP-R2 agonist
Cc1ccc(NC(=O)Cn2cnc3sc(C(=O)NCc4ccco4)c(C)c3c2=O)cc1Cl	-14	4	-2	0	-6	101	0	-5	0.3
Cc1ccccc1C(=O)NNC(=O)CSc1nc(-c2ccccc2)cc(=O)[nH]1	4	0	4	-23	-3	103	28	-2	-0.1
N#Cc1c(OCC(=O)c2ccccc2)nc2c(c1-c1ccco1)CCc1ccccc1-2	-1	-4	2	-10	-3	106	-32	2	1.0
COc1ccccc1-c1nnc(NC(=O)Cc2ccccc2)o1	-1	1	3	4	-7	100	22	6	-2.1
O=C(OCCn1cncn1)c1cc2ccccc2oc1=O	-1	4	1	11	-7	98	18	4	2.0
Cc1ccc(NC(=O)/C=C\C(=O)NCC(=O)O)cc1C	-8	8	6	10	6	94	0	-11	-1.4
CC(C)(C)OC(=O)C[C@H]1C/C=C\C[C@@H](CC(=O)N[C@H](CO)Cc2ccccc2)C(=O)NC[C@H](c2ccccc2)OC1=O	·	-3	5	-2	-2	·	·	-3	0.2
Cc1ccc2c(c1)C1CN(C)CCC1N2C(=S)Nc1ccc(Cl)cc1Cl (stereo unspecified)	-1	4	1	18	-5	93	15	-1	0.9
O=c1c2ccccc2ncn1Cc1ccc(Cl)c(Cl)c1	-7	-1	0	-32	-11	103	32	3	-0.4
O=C(Nc1ccc(-n2cnnn2)cc1)c1cc(S(=O)(=O)N2CCCC2)ccc1Cl	·	·	1	-1	3	·	·	-3	5.2
Cc1ccc(S(=O)(=O)N2CCCOC2CNC(=O)C(=O)NCc2ccccn2)cc1 (stereo unspecified)	-23	1	0	-7	-1	100	33	10	2.5
COc1ccc(OC)c(NC(=O)CSC2=C(C#N)C(c3ccco3)C3=C(CCCC3=O)N2)c1 (stereo unspecified)	-14	1	5	-4	-3	·	-20	-5	2.7
Cc1ccc(S(=O)(=O)N2CCOCC2)cc1C(=O)Nc1nc(-c2ccccn2)cs1	·	-3	1	-5	-5	·	·	-4	-0.4
CCOC(=O)N1N=C(c2ccc(C)cc2)CC1(O)C(F)(F)F (stereo unspecified)	-13	-4	12	-8	-6	101	36	9	0.6
COc1ccc(S(=O)(=O)N2CCOCC2)cc1NC(=O)CCCOc1ccc(C(C)=O)cc1	·	·	·	17	-5	·	·	0	1.2
CCOc1ccc(Cc2c(Cl)nc(SC)nc2OC)cc1	-16	3	3	20	-5	84	27	-10	-0.9
Nc1nonc1-n1nnc(C(=O)N/N=C/c2ccc(OCc3ccccc3)cc2)c1CNc1ccccc1	6	-4	5	1	-6	99	33	-2	2.5
Cc1ccccc1C(=O)NCCNC(=O)c1cnccn1	-1	-1	5	4	-7	107	45	-1	-1.4
O=C(NCCc1ccccc1)C1CC1	-1	-2	0	14	-5	102	6	6	0.4
Cc1c(C(=O)N2CCCc3ccccc32)sc2nc(-c3ccccc3)cn12	2	1	2	25	·	106	8	-2	-0.5
COc1ccc(-c2nc3n(n2)C(c2ccccc2)C2=C(CCCC2=O)N3)cc1OC (stereo unspecified)	4	5	6	-6	-3	102	28	8	-2.3
CCOC(=O)c1ccc(NC(=O)CN2C(=O)CSC2=O)cc1	-6	10	0	102*	-5	100	9	-1	-0.5
Cc1ccccc1-n1c(=O)c2c(n3cnnc13)-c1ccccc1CC21CCCCC1	-6	-1	1	-18	4	92	32	11	-0.3
COC(=O)COc1ccc(/C=N/NS(=O)(=O)c2ccccc2)cc1	-2	5	1	5	-11	97	19	-3	-0.2
S=C(c1c[nH]c2ccc(Br)cc12)N1CCOCC1	-1	1	-1	3	-3	·	6	-1	0.5

Carrying on.
SMILES	p-CIP stab down	IDE cell inh	IDE cell activ	CRFBP-R2 block	GalR3 antag	MEKK3 PB1 HTS	PHOSPHO1 block	M4 PAM	CRFBP-R2 agonist
COc1ccc(CN2CCC(c3nc4ccc(Cl)cc4[nH]3)CC2)cc1	-6	0	-2	-8	-7	98	48	10	-0.3
COc1ccc(C(=O)OCC(=O)Nc2cc(S(=O)(=O)N3CCOCC3)ccc2N2CCCC2)cc1	2	5	1	16	-1	96	9	-4	-0.8
CC1CCN(c2ccc(NC(=O)c3ccc(Br)o3)cc2)CC1	-16	4	0	-8	-7	103	22	2	1.1
O=C(Nc1cccc(Cl)c1)c1nc[nH]c1C(=O)Nc1ccccc1F	·	·	·	2	-6	·	·	3	-0.9
CCCSC(=S)c1c(C)[nH]n(-c2ccccc2)c1=O	1	-4	1	49	-3	103	12	-29	35
OC1(C#CCN2CCOCC2)CCCCC1	0	-2	7	1	-2	103	-8	5	1.2
COCCCNC(=O)C(=O)C1C(=O)Nc2ccccc21 (stereo unspecified)	3	2	4	6	0	97	32	2	0.3
COc1ccc(-c2ccccc2NC(=O)C2CCCN(Cc3ccco3)C2)cc1 (stereo unspecified)	13	4	-2	-15	0	103	43	3	0.4
COCCNC(=O)CN(C(=O)CCC(=O)Nc1ccccn1)c1ccccc1F	1	2	2	3	-1	70*[inhibitor]	16	-1	1.3
O=C(Nc1ccc(N2CCN(C(=O)c3ccco3)CC2)cc1)C(c1ccccc1)c1ccccc1	-8	-2	5	-8	-2	103	-29	-6	6.2
COc1ccc(Cl)cc1NS(=O)(=O)c1cccc(C(=O)NCC2CCCO2)c1 (stereo unspecified)	-3	-5	5	-4	-1	99	38	-2	-0.2
COc1ccc2c(c1)-c1c(sn(-c3ccccc3)c1=S)C(C)(C)N2	-12	-2	4	-14	2	99	-2	-3	0.0
CC(=O)c1cccc(NC(=O)CN2CCc3cc4c(cc3C2)OCCCO4)c1	0	-4	6	6	-6	101	40	-1	-0.1
CCOc1cc(S(=O)(=O)NCCCN2CCOCC2)c(C)cc1C	-7	·	-1	-9	-1	100	18	6	-0.7
CC(Oc1ccccc1)c1ccnn1S(C)(=O)=O (stereo unspecified)	0	-1	3	10	-5	107	4	1	-1.0
CCOC1=CC(=O)N(Cc2ccccc2)C1	·	1	2	2	10	·	·	4	1.5
COc1cc2c(cc1NC(=O)c1cccnc1)CCCC2	-4	5	-4	11	-3	98	18	3	-1.5
CC1=Nc2ccccc2N=C(NC(=O)c2ccccc2)C1c1ccc(Cl)cc1 (stereo unspecified)	-8	9	1	4	-4	101	50	3	0.5
COc1cccc(Nc2nc(-c3cccnc3)cs2)c1	4	0	0	0	-9	105	·	-5	0.2
CCN(CC)c1ccc(/C=N/NC(=O)C(O)(c2ccccc2)c2ccccc2)o1	-8	-3	·	·	·	75*[inhibitor]	-7	·	·
CCCc1cc(-c2[nH]ncc2-c2ccc3c(c2)OCCCO3)c(O)cc1OC	-6	·	·	·	-3	99	-7	·	·
O=C(O)C1C2C=CC3(CN(Cc4ccccn4)C(=O)C13)O2 (stereo unspecified)	-4	4	4	21	-4	103	18	3	-1.0
CC(C)OC(=O)Cn1c(-c2ccccc2)c(-c2ccccc2)nnc1=O	-4	1	4	3	-10	101	·	-4	-0.3
CCCc1cc(=O)oc2c(C)c(OCC(=O)Nc3ccc(CN4CCOCC4)cc3)ccc12	6	5	6	-11	-7	102	17	6	0.4
C=CCOc1ccc(/C=C/C(=O)OCC(=O)N(C)CC(=O)Nc2ccccc2Cl)cc1	·	-4	-2	-8	-1	·	·	-9	0.0

(further entries)
SMILES	p-CIP stab down	IDE cell inh	IDE cell activ	CRFBP-R2 block	GalR3 antag	MEKK3 PB1 HTS	PHOSPHO1 block	M4 PAM	CRFBP-R2 agonist
O=C(Cc1coc(-c2ccc(F)cc2)n1)NCc1ccccc1	1	4	-2	-1	-6	99	3	-4	-0.3
Cc1ccc(C)c(C(=O)CSc2n[nH]c(C)n2)c1	-6	2	-2	1	-1	96	47	-2	-2.5
CCCCn1c(CN2C(=O)c3ccccc3C2=O)nc2ccccc2c1=O	-5	1	-2	41	-1	95	-3	5	0.5
Cc1cc(C)cc(NC(=O)Cn2nnc(C(=O)NCc3cccs3)c2N)c1	-2	12	-3	20	-6	98	17	3	2.3
Cc1ccc(NS(=O)(=O)c2ccc(C(=O)NCc3ccccn3)cc2)cc1	-12	1	2	-33	4	100	5	-8	29
COC(=O)c1ccc(N2CCOCC2)c(NC(=O)c2cccnc2)c1	-3	1	5	9	7	98	38	5	-1.0
CCCCN1/C(=C/c2cccc[n+]2C)Sc2cc(NC(C)=O)ccc21	-4	-2	1	7	-9	105	11	0	0.1
NC(=O)N/N=C/c1cn(-c2ccccc2)nc1-c1cccnc1	-4	-1	·	15	·	98	45	·	-1.6
COc1ccc(C(=O)N2CCOC2CNC(=O)C(=O)NCCc2ccc(OC)c(OC)c2)cc1 (stereo unspecified)	-2	0	5	2	-2	102	33	6	-0.6
COc1cc(C(=O)Oc2cccc(/C=N/NC(=O)c3cccnc3)c2)cc(OC)c1OC	3	-1	1	-4	-7	97	28	-4	-0.7
CC1=NN(c2ccc(Cl)cc2)C(=O)C1	14	0	-2	29	3	104	-24	11	13
Cc1cccc(/C(N)=N/OC(=O)c2cccc3ccccc23)c1	4	2	1	·	2	101	28	3	·
c1ccc(CCc2nc(-c3ccccn3)no2)cc1	-1	6	0	10	2	96	-14	1	-1.5
COc1ccc(C(=O)NNC(=O)c2cccc(F)c2)cc1	3	0	-2	0	1	91	53	6	1.9
O=C(Nc1ccccc1)NC1CCCc2ccccc21 (stereo unspecified)	-4	-3	2	23	-4	102	39	7	-3.0
CN(C)CCCN(C(=O)c1ccc(S(=O)(=O)N2CCc3ccccc3C2)cc1)c1nc2c(F)cc(F)cc2s1	·	6	3	-29	·	·	·	-2	-0.4
CCOC(=O)[C@@H]1[C@H]2COc3cc(OC)ccc3[C@@H]2N2C(=O)N(c3ccccc3)C(=O)[C@@]12C	·	3	4	-3	-3	·	·	10	-1.5
COC(=O)COc1ccc(S(=O)(=O)NCc2ccccn2)cc1	8	-1	-1	2	-11	104	·	-7	-0.5
COCc1nnc(NC(=O)c2ccccc2[N+](=O)[O-])s1	10	0	2	24	-1	93	32	-3	1.2
O=C(COC(=O)c1ccc(O)cc1)NCCc1c[nH]c2ccccc12	·	-1	4	8	-5	·	·	-3	-4.0
COc1ccc(NC(=O)c2cc3nc(-c4ccccc4)cc(C)n3n2)cc1OC	-5	1	4	-8	0	96	-10	-6	-0.9
CC(C)/C=C/C(=O)N1CCCC(N2CCN(c3ccccc3F)CC2)C1 (stereo unspecified)	-2	2	1	6	-3	102	19	-2	-1.1
COc1ccc(/C=C(/NC(=O)c2cccs2)C(=O)NCc2ccco2)cc1OC	8	-1	1	-14	-5	101	5	5	0.0

Some of the entries so far, with values ahead of the structure:
p-CIP stab down | IDE cell inh | IDE cell activ | CRFBP-R2 block | GalR3 antag | MEKK3 PB1 HTS | PHOSPHO1 block | M4 PAM | CRFBP-R2 agonist | mol
4 | 2 | 1 | · | 2 | 101 | 28 | 3 | · | Cc1cccc(/C(N)=N/OC(=O)c2cccc3ccccc23)c1
-2 | 0 | 5 | 2 | -2 | 102 | 33 | 6 | -0.6 | COc1ccc(C(=O)N2CCOC2CNC(=O)C(=O)NCCc2ccc(OC)c(OC)c2)cc1 (stereo unspecified)
-5 | 1 | -2 | 41 | -1 | 95 | -3 | 5 | 0.5 | CCCCn1c(CN2C(=O)c3ccccc3C2=O)nc2ccccc2c1=O
-4 | -3 | 2 | 23 | -4 | 102 | 39 | 7 | -3.0 | O=C(Nc1ccccc1)NC1CCCc2ccccc21 (stereo unspecified)
